Screening data from PubChem BioAssay.
mcGAS lum: blocks mouse cGAS activity | Q8C6L5 | inhibition, % at 12.5 µM | hit rate 0.15% among 160,000 | recombinant cGAS, Kinase-Glo ATP depletion luminescence;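 also: 0% = negative control wells and 100% = reference inhibitor with no enzyme activity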
NPYLR7 agonist: activates Aedes aegypti NPYLR7 receptor. HEK293T NPYLR7/Galpha15, GCaMP6s calcium fluorescence. activation, % at 10 µM. hit rate 0.15% among 270,000. AID 1259423; in the data active = activation above about 40%;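 also: 0% = vehicle and 100% = reference agonist at the receptor; some compounds past the cut are filed as inactive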
hcGAS lum: blocks human cGAS activity; Q8N884; recombinant h-cGAS, ATP depletion, Kinase-Glo luminescence; inhibition, % at 12.5 µM; hit rate 0.081% among 290,000; AID 1259398;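 also: 0% = vehicle reaction and 100% = reaction without DNA for no activity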
Target sequence (Q8N884 whole entry, looked up): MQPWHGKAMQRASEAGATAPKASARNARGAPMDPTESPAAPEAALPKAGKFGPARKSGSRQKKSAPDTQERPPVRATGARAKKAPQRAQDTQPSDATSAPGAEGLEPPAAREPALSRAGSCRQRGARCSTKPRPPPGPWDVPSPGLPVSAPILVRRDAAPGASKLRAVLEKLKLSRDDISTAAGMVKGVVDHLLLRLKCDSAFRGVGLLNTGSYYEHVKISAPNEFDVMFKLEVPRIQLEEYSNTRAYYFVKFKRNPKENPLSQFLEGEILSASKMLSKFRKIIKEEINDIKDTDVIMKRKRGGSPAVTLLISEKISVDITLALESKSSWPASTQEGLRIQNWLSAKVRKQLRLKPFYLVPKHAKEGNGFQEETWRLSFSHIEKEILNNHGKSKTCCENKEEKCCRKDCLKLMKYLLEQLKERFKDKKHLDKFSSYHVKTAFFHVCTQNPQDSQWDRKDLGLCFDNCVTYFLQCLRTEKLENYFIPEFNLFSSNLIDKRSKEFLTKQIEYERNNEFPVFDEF
Active calls of the source: *; . = not tested or not shown; & = joins results of further samples. Rule as the data show it, unless noted: active = inhibition above about 40%; inactive = the rest. Rows were taken by chance, and some 0.29% of all compounds hit somewhere here.

Every second line gives: mcGAS lum	NPYLR7 agonist	hcGAS lum
> CCCC(=O)N1CCC1(C)C(=O)Nc1cc(OC)c(OC)c(OC)c1 (stereo unspecified)
 : -7	5	-16
> Cc1c(Cl)cccc1NC(=O)CC(=O)N(C)Cc1csc(C(C)C)n1
 : .	-3	-3
> Cc1c(Cl)ccc2sc(Cl)nc12
 : 1	-15	3
> O=c1[nH]c2c(Br)c(Br)c(Cl)cc2o1
 : 90*	-2	-1
> Cc1cc(C)cc(N2CCC(NCC3CC(=O)N(C4CCCC4)C3)CC2)c1 (stereo unspecified)
 : .	-4&3	-5&-3
> Cc1cc(-c2nc3ncccc3o2)ccc1NC(=O)c1ccccc1F
 : -10	.	-7
> O=C(CC1C=CCC1)NC1CCc2[nH]c3cc(Cl)cc(Cl)c3c2C1 (stereo unspecified)
 : -1	14	0
> COc1cc(-c2ccc3c(c2)COC2(CCN(C(=O)c4ccc(C)c(F)c4)CC2)O3)cc(OC)c1OC
 : -2	1	-5
> CC(C)C(C)N(Cc1cccn1Cc1ccccc1)C(=O)C1CCC1 (stereo unspecified)
 : -1	.	-2
> COc1ccc(NC(=O)c2cn(-c3cc(N4CCCCC4)ncn3)cn2)cc1F
 : .	-8	0
> O=C(NCc1ccc(-c2ncc(-c3ccc(F)cc3)[nH]2)cc1)c1cc(Cl)ccc1F
 : -6	-7	-6
> Cc1ccc(NC(=O)NNC(=O)Cn2nc(-c3ccccc3)c(-c3ccccc3)c(C#N)c2=O)cc1
 : .	11	-4
> CNS(=O)(=O)c1cc(C(=O)NC2CC(C)(C)NC(C)(C)C2)cc(C)c1C
 : .	11	-11
> COc1ccc(OCc2cc(C(=O)NCCN3CCCC(O)C3)no2)c(Cl)c1 (stereo unspecified)
 : -3	-5	-11
> O=C1C(Sc2ncn[nH]2)=CC(=NS(=O)(=O)c2ccccc2)c2ccccc21
 : 51*	9&-1	38&10
> COc1ccc(F)c(CN2CCCC(O)(CNCc3ccon3)C2=O)c1 (stereo unspecified)
 : -12	28	-8
> COc1ccc(NC2CCCN(C(=O)CSc3ccccc3)C2)cc1OC (stereo unspecified)
 : .	3	-1
> Cc1cnc2c(c1SCC(=O)N1CCC(C)CC1)c(=O)n(C)c(=O)n2C
 : -9	8	-6
> CCN1CCn2c1nc(N1CCCCC1)nc2=O
 : -4	8	-3
> CC(C)n1cnnc1C1CCN(C(=O)C2CCCNC2)CC1 (stereo unspecified)
 : -4	.	-11
> COc1ccc(C(N)=NOC(=O)C2CCC(=O)N2S(=O)(=O)c2ccc(C)cc2)cc1OC (stereo unspecified)
 : .	-13	-3
> c1ccc(Cn2c(-c3ccccc3)csc2=Nc2ccccc2)cc1
 : .	-11	-3
> CC1CCC(NS(=O)(=O)Cc2ccc(C#N)cc2)CC1 (stereo unspecified)
 : .	2	-10
> COCCN1C(=O)c2ccccc2[C@H](C(=O)NC(CCC(=O)OC(C)(C)C)C(N)=O)[C@@H]1c1cccnc1 (stereo partly specified)
 : -1	2	-1
> CCc1oc(C(=O)N(C)Cc2n[nH]c3c2CCC3)cc1CN1CCCC1
 : -15	-4	-6
> CCCOCCNc1nc(C)nc2oc(C)nc12
 : .	13	-4
> CCCCN(C)C(=O)c1cc(C)n(CCN2CCCC2)c1C
 : 3	.	0
> Cn1ccnc1CN(Cc1nc2c(s1)CCCC2)C1CC1
 : -9	6	-6
> Cc1cc(C)cc(OCCN(C)C(=O)CCNC(=O)C2CC2C)c1 (stereo unspecified)
 : .	2	15
> CCCCCCNC(=O)c1cc(-c2ccccc2)n(-c2ccc(F)cc2)c1C
 : -4	7	-3
> COCCNC(=O)Cn1nc2c(c1NC(=O)c1ccc(F)cc1F)CSC2
 : -5	-2	-3
> CC1(C(=O)NS(=O)(=O)c2ccccc2Cl)CCN1C(=O)Cc1cc(F)ccc1F (stereo unspecified)
 : .	1	-9
> CCNC(=O)C1(C)CCN(Cc2csc(-c3ccccc3)n2)C1 (stereo unspecified)
 : .	2	-16
> CCOC(=O)c1[nH]c(C)c(CC)c1C
 : 1	8	7
> CCN1CCCC1CNC(=O)c1cc2nc(-c3ccc(C)cc3)cc(C(F)(F)F)n2n1 (stereo unspecified)
 : -4	-11	-4
> CCc1ccc2nc(N(Cc3ccccn3)C(=O)c3cc(C)nn3CC)sc2c1
 : -2	1	1
> Cc1ccccc1N1CCCn2c1nc1c2c(=O)n(CC(C)C)c(=O)n1C
 : -9	7	-2
> CC(NCC(C)(C)CN(C)C)C(=O)NC12CC3CC(CC(C3)C1)C2 (stereo unspecified)
 : .	0	-7
> CN(CC(=O)Nc1sc2c(c1C#N)CCCC2)Cc1ccc(Br)s1
 : .	-7	1
> COc1cccc2c1OCC(C1CC(=O)Nc3[nH]ncc31)=C2 (stereo unspecified)
 : .	16	-11
> C=CCNC(=S)Nc1ccc(SC(F)F)cc1
 : .	1	-13
> CCN1CCCC1CNC(=O)c1ccc(Nc2cccc(C(F)(F)F)c2)nc1 (stereo unspecified)
 : .	-5	-2
> COC(=O)C1=C(C)N=c2s/c(=C\c3cccnc3)c(=O)n2C1c1ccccc1 (stereo unspecified)
 : -2	0	-4
> Brc1ccc(Nc2nc(-c3ccccc3)c3cc(Br)ccc3n2)cc1
 : -4	-4	5
> Brc1ccc(Oc2nc(N3CCCC3)nc(N3CCCC3)n2)cc1
 : .	-3	17
> CN(C)c1ccc(NC(=O)c2cccs2)cc1CN(C(=O)c1ccc(F)cc1)C1CC1
 : -7	3	8
> Cc1ccc(C(O)C#CC23CC4CC(CC(C4)C2)C3)o1 (stereo unspecified)
 : .	11	-5
> CN(CCc1cn[nH]c1)CC(=O)Nc1cnccn1
 : .	0	1
> Cc1nnc(SCCCNC(=O)c2cc(-c3ccccc3)nn2C)s1
 : .	11	-5
> CC1CN(C(=O)CCC(=O)N2CCN(S(=O)(=O)c3ccc(Cl)cc3)CC2)CC(C)O1 (stereo unspecified)
 : .	2	-6

(list continues)
Every second line gives: mcGAS lum	NPYLR7 agonist	hcGAS lum
> O=C(Nc1ccc(NS(=O)(=O)c2ccc3c(c2)OCCCO3)cc1)c1cc(F)cc(F)c1
 : -8	-2	-3
> O=C(NCc1cccnc1N1CCOCC1)c1ccc(Cl)s1
 : -10	9	-6
> COc1ccc(C2(CNCc3c(C(=O)N4CCCC4)nc4ccccn34)CCCC2)cc1
 : -12	13	2
> Cc1ccc(CN2CCNC(=O)C2CC(=O)N2CCN(C(=O)c3cccs3)CC2)cc1 (stereo unspecified)
 : -3	.	0
> O=C(c1ccccc1-c1ccc(C(F)(F)F)cc1)N(CCCO)CC1CC1(c1ccccc1)c1ccccc1 (stereo unspecified)
 : -6	-16	-4
> Cc1ccccc1CSc1nnc(CNC(=O)Nc2cccc(Br)c2)n1-c1cc(Cl)ccc1Cl
 : -5	0	-11
> CCOC(=O)C1=C(COC(=O)CSc2nc(C)cc(C)n2)NC(=O)NC1C (stereo unspecified)
 : .	1	-7
> CCN(CC)[P+](C)(c1c(C)nc2ccccn12)N(CC)CC
 : .	10&2	-5&-7
> COc1ccc(NS(=O)(=O)c2c(C)c(C)cc(C)c2C)c(C(=O)NCc2ccccc2)c1
 : -5	20	-5
> CCOc1cc2c3c(c1)C1(C(=O)N3C(C)(C)C=C2C)c2ccc(O)cc2OC(=N)C1C#N (stereo unspecified)
 : .	-3	-7

A stretch from the list above, for reference:
Every second line gives: mcGAS lum	NPYLR7 agonist	hcGAS lum
> O=C(Nc1ccc(NS(=O)(=O)c2ccc3c(c2)OCCCO3)cc1)c1cc(F)cc(F)c1
 : -8	-2	-3
> O=C(NCc1cccnc1N1CCOCC1)c1ccc(Cl)s1
 : -10	9	-6
> COc1ccc(C2(CNCc3c(C(=O)N4CCCC4)nc4ccccn34)CCCC2)cc1
 : -12	13	2
> Cc1ccc(CN2CCNC(=O)C2CC(=O)N2CCN(C(=O)c3cccs3)CC2)cc1 (stereo unspecified)
 : -3	.	0

(next part)
Every second line gives: mcGAS lum	NPYLR7 agonist	hcGAS lum
> COCCn1cc(C(=O)Nc2ccccc2)c2nn(-c3ccccc3)c(=O)c-2c1
 : -10	6	-8
> C=CCn1c(=NC(=O)C2=COCCO2)sc2cccc(OC)c21
 : 0	-3	3
> CCn1nc(C(C)(C)C)cc1C(=O)N1CCC(Oc2ccc(C(F)(F)F)cc2)CC1
 : .	2	-1
> Cc1ccc(S(=O)(=O)Oc2ccc(N(C)C(=O)NC(C)C)cc2)s1
 : 6	-8	5
> COc1ccc2c(c1)C1(SCCN1C(=O)C1CCCC1)C(=O)N2Cc1cccc(C(F)(F)F)c1 (stereo unspecified)
 : -10	.	-3
> Cc1ccc(Nc2nc(Nc3ccc(F)cc3)nc3nccnc23)cc1Cl
 : .	2	-5
> CC(C)(C)OC(=O)C1(NCC(=O)NCc2cccs2)CCCC1
 : .	2	3
> O=C(Nc1ccc2c(c1)CN(S(=O)(=O)N1CCOCC1)CC2)C1(c2ccccc2)CC1
 : .	8	-2
> CC(C)(C)c1ccc(CNCCN2CCCC2)cc1
 : .	0	-10
> CN1CCN(C)C2(CCN(Cc3ccc(C#CC(C)(C)O)s3)CC2)C1
 : -5	.	-1
> CCC(c1nc(C2CC2)nn1-c1ccc2c(c1)OCCO2)n1cccn1 (stereo unspecified)
 : .	0	1
> CCOC(=O)N1CCC(=NNC(=O)NC2CCCCC2)CC1
 : -5	2	-6
> CC1CCCCN1c1onc(-c2ccccc2)c1CN(CCN1CCOCC1)C(=O)c1ccc(F)cc1 (stereo unspecified)
 : -7	9	-6
> CN(C)c1ccc(NC(=O)Cn2nnc(-c3ccccc3)n2)cc1
 : .	17	-12
> O=S(=O)(Nc1ccc(Cl)c(Cl)c1)c1cccs1
 : -8	6	-4
> O=C(NCCCc1ccccc1)N1CCN(C(c2ccccc2)c2ccc(Cl)cc2)CC1 (stereo unspecified)
 : 4	-4	2
> COc1ccccc1OCCn1c(SCCOc2ccccc2)nc2ccccc21
 : -6	-3	-3
> CCCN(CC(=O)Nc1cc(C(C)(C)C)nn1-c1cccc(C)c1C)C(=O)C1CCCCC1
 : -6	4	-7
> Cc1cc(C)n(-c2cncc(NC3CCN(C)C3=O)n2)n1 (stereo unspecified)
 : .	4	-18
> Cc1cc(C)n2c(NC(C)(C)CC(C)(C)C)c(-c3ccccc3)nc2c1
 : -7	-5	-7
> CCC1CC(C)CN1CCC(=O)N1CCOCC1 (stereo unspecified)
 : .	-3	-11
> CCCNC(=O)C1CCCN(c2nc3ncn(CC(=O)Nc4ccc(Cl)cc4)c(=O)c3s2)C1 (stereo unspecified)
 : .	-4	1
> Cc1cscc1C(=O)Nc1ncnn1C
 : -16	4	-5
> Cn1ncc([N+](=O)[O-])c1C(=O)Nc1ccccc1Cl
 : .	-3	-5
> Cc1ccc(C2=Nc3ncnn3C(c3cccc4ccccc34)C2)cc1 (stereo unspecified)
 : .	4	-4
> COc1ccc(CC2CCN(S(=O)(=O)c3ccc(Cl)cc3)CC2)cc1
 : -8	1	-7
> O=C(NCc1ccc(F)cc1)N1CCC2(CC1)OCCc1c2[nH]c2ccccc12
 : -2	0	0
> CC(C)(C)c1cc(/C=N\NC(=O)CSc2nc3ccccc3[nH]2)cc(C(C)(C)C)c1O
 : -4	-9	-1
> C=CCn1c(=O)n(CC=C)c(=O)n(Cc2cc(Cl)c3c(c2)OCCO3)c1=O
 : .	11	-4
> CCc1ccc(C(C)(C)CNC(=O)NCc2noc(C)n2)cc1
 : .	2	-5
> CCc1oncc1C(=O)NCC1(N2CCN(C)CC2)CCCCC1
 : -8	.	-18
> C=CCNc1ccccc1C(=O)NCc1cc(-c2cccnc2)no1
 : .	14	-8
> COc1ccc2oc(=O)c(C(=O)OC(C)C)cc2c1
 : -8	5	-3
> CCn1nnc2c(NCCc3ccccc3OC)ncnc21
 : -3	1	2
> CS(=O)(=O)N1CCN(C(C#N)c2c(F)cccc2Cl)CC1 (stereo unspecified)
 : .	-1	-7
> CC(NC(=O)C1CCN(Cc2ccccn2)CC1)c1cccc2ccccc12 (stereo unspecified)
 : -4	11	-6
> O=c1c2nc(N3CCCC3)sc2c(-c2ccco2)nn1Cc1cccc2ccccc12
 : -9	-4	-9
> Cc1cccc(Cn2c(SCCN3CCCCC3)nc3c2c(=O)[nH]c(=O)n3C)c1
 : .	0	2
> C=CCC(O)(CC=C)C(C)N (stereo unspecified)
 : .	-13	-6
> O=C(C1CCN(c2cncnc2N2CCCC2)CC1)N1CCCCC1
 : -5	.	-6

Compound profiles, as listed above.
`Cc1cccc(Cn2c(SCCN3CCCCC3)nc3c2c(=O)[nH]c(=O)n3C)c1` is entered as mcGAS lum: .; NPYLR7 agonist: 0; hcGAS lum: 2
`C=CCC(O)(CC=C)C(C)N` (stereo unspecified) is entered as mcGAS lum: .; NPYLR7 agonist: -13; hcGAS lum: -6

Next part.
Every second line gives: mcGAS lum	NPYLR7 agonist	hcGAS lum
> C/C(=C\c1ccco1)CN1CCC(c2ccnc(-c3ccncc3)c2)C1 (stereo unspecified)
 : -10	.	-6
> Cc1noc(C)c1N(C)S(=O)(=O)c1cc(C(F)(F)F)cc(C(F)(F)F)c1
 : -13	-2	-8
> NC(N)=NC(N)=Nc1ccc(F)cc1
 : -2	-1	2
> C=CCN(Cc1cccn1Cc1cccc(Cl)c1)C(=O)Nc1c(C(C)C)cccc1C(C)C
 : -5	.	-9
> Cc1cc(N2CCN(C(C)C(=O)Nc3cccc(Cl)c3C)CC2)nc(C(C)C)n1 (stereo unspecified)
 : -3	-1	5
> COc1cc(C(=O)Nc2cccc(-c3nc4ccccc4c(=O)o3)c2)cc(OC)c1OC
 : -5	-9	-4
> CC(Sc1nnc(-c2cccc(S(=O)(=O)N3CCOCC3)c2)n1C1CCCC1)c1ccccc1 (stereo unspecified)
 : .	4	-4
> Cc1cnc(NC(=O)CN2C(=O)c3cc(Cl)c(Cl)cc3C2=O)s1
 : -2	2	4
